USP1-UAF1 inh: USP1/UAF1 (human) deubiquitinase inhibition; recombinant USP1/UAF1, Ub-Rhodamine cleavage fluorescence; Potency, µM (series often up to 57.1 µM), inactives show at the highest dose activity change, negative = inhibition, hits mostly inhibitors; actives 0.23% (n = 390,000); further: on the % scale 0 is the no-effect control and ±100 the full control effect; nearly all actives have a fitted effect of over 60% in size; inactives centre near -12
Target sequence (O94782 whole entry, looked up): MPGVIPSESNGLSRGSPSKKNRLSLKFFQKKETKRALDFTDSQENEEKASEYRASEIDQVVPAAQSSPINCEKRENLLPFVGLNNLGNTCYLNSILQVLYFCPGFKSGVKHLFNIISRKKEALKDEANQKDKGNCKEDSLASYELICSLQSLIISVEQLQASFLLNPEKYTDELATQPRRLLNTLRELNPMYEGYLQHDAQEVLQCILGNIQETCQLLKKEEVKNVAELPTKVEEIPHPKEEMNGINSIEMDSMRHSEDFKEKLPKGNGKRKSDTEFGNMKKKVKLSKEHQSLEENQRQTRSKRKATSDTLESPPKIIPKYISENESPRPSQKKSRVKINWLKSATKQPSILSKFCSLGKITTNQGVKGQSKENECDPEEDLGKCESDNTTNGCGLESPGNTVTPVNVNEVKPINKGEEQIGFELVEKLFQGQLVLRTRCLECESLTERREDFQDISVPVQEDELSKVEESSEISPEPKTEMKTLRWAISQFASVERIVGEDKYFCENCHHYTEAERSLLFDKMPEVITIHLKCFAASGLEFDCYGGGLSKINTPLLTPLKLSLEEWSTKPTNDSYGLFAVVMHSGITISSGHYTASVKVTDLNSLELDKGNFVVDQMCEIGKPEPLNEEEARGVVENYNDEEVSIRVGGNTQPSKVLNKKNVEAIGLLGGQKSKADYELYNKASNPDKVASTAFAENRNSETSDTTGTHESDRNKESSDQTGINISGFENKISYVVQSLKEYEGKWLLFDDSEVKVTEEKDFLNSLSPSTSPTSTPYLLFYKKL
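1 nM enzyme complex + cpd, 15 min RT; start with Ub-Rho 150nM final; kinetic fluorescence ex 480/em 540, 6 reads q60 s. Buffer 50mM HEPES pH 7.8, 0.5mM EDTA, 0.1 mg/ml BSA, 1mM TCEP, 0.01% Tween-20.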
Vif-APOBEC3G blk: Vif-A3G binding inhibition; AID 602310; HeLa A3G-eYFP + Vif (tagged APOBEC3G with the HIV-1 protein that degrades it), YFP fluorescence, overnight; Q9HC16; Potency, µM (top dose mostly 46.1 µM), without a hit: at the top dose activity, negative = active, most hits filed as inhibitors; actives 0.076% (n = 410,000);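 further: on the % scale 0 is the no-effect control and ±100 the full control effect; nearly all actives have a fitted effect of over 60% in size; hits raise eYFP signal because A3G escapes Vif-driven loss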
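Read-out is eYFP fluorescence (Ex 488/Em 500-530) from Vif-expressing HeLa A3G-eYFP cells; more signal means A3G escaped Vif-mediated degradation. Cells plated overnight, compound pinned in, incubated overnight at 37 deg C.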
rTrxR1 inhibitor: inhibitors of rat thioredoxin reductase 1; O89049; recombinant rTrxR1, NADPH fluorescence consumption, selenite substrate; Potency, µM (highest dose often 114 µM), for the others: at the top dose activity change, negative = inhibition, most hits filed as inhibitors; actives 1% (n = 390,000); AID 588453; further: on the % scale 0 is the no-effect control and ±100 the full control effect; nearly all actives have a fitted effect of over 65% in size
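Rat TrxR1 (90 nM in the dispensed reagent) was pre-reduced with 400 uM NADPH for 5 min at room temperature, then incubated with compound for 15 min. After 400 uM selenite was added, NADPH fluorescence (Ex 340/Em 450 nm) was followed for 8 min.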
RXFP1 ag: RXFP1 (human) receptor agonism | Q9HBX9 | Potency, µM (highest dose often 57.5 µM), for the others: top-dose activation, hits mostly activators | actives 0.3% (n = 370,000) | HEK293T-RXFP1 cAMP TR-FRET, 30 min; response scale: percent of porcine relaxin response, buffer zero; further: on the % scale 0 is the no-effect control and ±100 the full control effect; nearly all actives have a fitted effect of over 60% in size; many of its hits are not listed in these tables
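HEK293 cells stably expressing RXFP1, treated 30 min at 37C with compounds plus PDE4 inhibitor Ro 20174; cAMP measured by HTRF TR-FRET. Normalized to buffer and 29 nM porcine relaxin; EC50 by Hill fit.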
TrxR1 substrate: substrates of rat thioredoxin reductase 1; actives 0.01% (n = 390,000); O89049; Potency, µM (titrated, usually from 114 µM), for inactives: at the top dose activity change, negative = substrate turnover; purified TrxR1 substrate turnover, NADPH consumption readout; AID 588456; further: on the % scale 0 is the no-effect control and ±100 the full control effect; nearly all actives have a fitted effect of over 50% in size
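Rat TrxR1, dispensed at 90 nM, was prereduced with 400 uM NADPH (final) for 5 min at ~22 deg C, then incubated with compound 15 min before 400 uM selenite. A first-read NADPH fluorescence drop versus no-compound background flagged substrates.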
ALOX12 inh: inhibitors of human 12S-lipoxygenase ALOX12; actives 1.1% (n = 580,000); AID 1671190; P18054; Potency, µM (top dose mostly 108 µM), for inactives: at the top dose activity change, negative = inhibition, most hits filed as inhibitors; purified 12hLO, xylenol orange hydroperoxide absorbance; further: on the % scale 0 is the no-effect control and ±100 the full control effect
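Hydroperoxide product was detected by ferrous iron/xylenol orange as the 573 to 405 nm absorbance ratio. Arachidonic acid at 40 uM (final) was turned over for 30 min at room temperature by 150 nM human 12hLO, pH 7.0 Hepes buffer, after 15 min compound preincubation.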
Vif-A3F inh: inhibitors of Vif-A3F interaction; HeLa A3F-eYFP + Vif (tagged APOBEC3F with the HIV-1 protein that degrades it), YFP fluorescence increase; Potency, µM (titrated, usually from 46.1 µM), for inactives: at the highest dose activity, negative = active; actives 0.2% (n = 390,000); further: % of control where 0% means no effect; nearly all actives have a fitted effect of over 65% in size
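Fluorescence increase (Ex 488/Em 500-530) after overnight compound treatment at 37 deg C flags inhibition of Vif-driven A3F-eYFP loss in stable HeLa A3F-eYFP/Vif cells seeded overnight beforehand.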
RGS4 inh: blocks human RGS4-accelerated GTP hydrolysis | Transcreener GDP fluorescence polarization, RGS4-accelerated GTP hydrolysis | Potency, µM (highest dose often 114 µM), for inactives: at the top dose activity change, negative = inhibition, usual class: inhibitors | actives 0.039% (n = 390,000) | AID 504845; further: on the % scale 0 is the no-effect control and ±100 the full control effect; nearly all actives have a fitted effect of over 75% in size; some results filed as inactive show a strong effect at the top dose
Target sequence (P49798 whole entry, looked up): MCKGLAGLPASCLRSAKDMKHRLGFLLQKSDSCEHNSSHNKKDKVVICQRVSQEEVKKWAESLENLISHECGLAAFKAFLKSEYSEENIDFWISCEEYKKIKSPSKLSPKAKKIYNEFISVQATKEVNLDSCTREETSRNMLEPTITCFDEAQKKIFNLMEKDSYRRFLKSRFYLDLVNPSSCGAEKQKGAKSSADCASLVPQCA
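MLSMR compounds (23 nl, pin-transferred) preincubated 10 min at room temperature with a 500nM (2x) first reagent, then RGS4 at 900nM (2x) plus Transcreener GDP mix added; fluorescence polarization (620/688 nm) read before and after 90 min at 30 °C.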
mIDH1 inhibitor: blocks human mutant IDH1 R132H enzyme; IDH1-R132H enzyme, NADPH consumption, diaphorase/resazurin fluorescence; actives 0.093% (n = 390,000); AID 602179; Potency, µM (top dose mostly 76.6 µM), for inactives: top-dose activity change, negative = inhibition, hits mostly inhibitors; further: on the % scale 0 is the no-effect control and ±100 the full control effect; nearly all actives have a fitted effect of over 65% in size
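IDH1-R132H (0.5 ug/mL dispensed) in pH 7.5 Tris buffer was preincubated 30 min with compound, then given a substrate mix of 0.016 mM NADPH and 2 mM alpha-KG for 80 min at room temperature; remaining NADPH was read by diaphorase/resazurin fluorescence.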
Starred values were filed as active, the others as inactive; ? = inconclusive; · = no result given; [ ] = dose if it differs, or a comment. The call rests on the fitted dose curve; in most records, active means well fitted curve in the direction sought with a large enough effect; inconclusive means small, poorly fitted or top-dose-only effect, or another doubt; inactive means no such curve, though single readings can be large; an effect the other way counts as inactive or inconclusive. Potency means the concentration at half of the fitted maximal effect. A portion of the library; count on the stated rates, not on these rows.

SMILES	USP1-UAF1 inh	Vif-APOBEC3G blk	rTrxR1 inhibitor	RXFP1 ag	TrxR1 substrate	ALOX12 inh	Vif-A3F inh	RGS4 inh	mIDH1 inhibitor
COc1ccc(N(C(=O)c2ccco2)C(C(=O)NC2CCCC2)c2ccc(N(C)C)cc2)cc1 (stereo not drawn)	-5.8%	-10.0%	-10.3%[57.1 µM]	1.6%	6.7%[57.1 µM]	0.0%	0.6%	-1.2%	-1.6%
CCN(CC)C(=O)c1cc2c(=O)oc3ccccc3c2s1	-5.9%	-2.3%	9.9%	5.2%	-8.0%	-13.9%	-1.0%	-6.2%	10.3%
CCN(CC)S(=O)(=O)c1cccc(-n2c(O)c(C=Nc3ccccc3C(=O)O)c3ccccc3c2=O)c1	?	-10.1%	16.5%	-0.1%	-1.8%	-27.7%	2.7%	8.1%[11.4 µM]	4.5%
COC(=O)c1cc(C(=O)c2c(C)cc3ccccn23)cc([N+](=O)[O-])c1	-20.1%	-28.6%	30.0%	0.5%	5.0%	?	-12.7%	-13.5%	-4.0%
Cn1c(=O)[nH]c(=O)c2c1nc(CN1CCOCC1)n2Cc1ccc(F)cc1	-20.3%	-0.4%	18.6%	1.5%	2.3%	?	-8.4%	0.0%	1.0%
CCN1CCN(CCCNC(=O)c2cc3sccc3n2CC)CC1	1.3%	-3.9%	1.4%	-0.5%	-3.4%	6.2%	-13.3%	3.3%	-5.5%
Cc1nc2cc(C(F)(F)F)ccc2n1C1CCN(CC(=O)NC(C)(C)C)CC1	-23.5%	1.0%	6.5%	1.5%	0.9%	-27.4%	-0.9%	-10.6%	6.7%
C=CC[C@@H](Cc1ccc(F)cc1)C(=O)OC[C@@H]1CCCN1C(=O)[C@@H](CC=C)CC(=O)N[C@H](CO)Cc1ccccc1	-28.4%	-1.9%	7.4%	·	-8.9%	15.0%	1.2%	14.8%	7.9%
O=C(Nc1cnn(Cc2ccc(F)cc2)c1)C(c1ccccc1)c1ccccc1	-10.6%	-11.5%	16.0%	0.7%	0.7%	0.0%	3.0%	-17.1%	7.6%
CC(C)N(C(=O)Cn1cc(SCC(=O)Nc2ccccc2C(F)(F)F)c2ccccc21)C(C)C	4.7%	5.5%	8.8%	-1.7%	-4.5%	10.3%	-3.6%	23.2%	-8.7%
Cc1ccc([N+](=O)[O-])cc1S(=O)(=O)Nc1ccccn1	-25.2%	-4.0%	8.1%[57.1 µM]	-1.6%	2.0%[57.1 µM]	·	-5.4%	19.0%	-4.7%
CC(C)N1CCC(NC(=O)NC2CCCCC2)CC1	-10.6%	2.0%	8.3%[57.1 µM]	-0.5%	-3.5%[57.1 µM]	-6.9%	-6.2%	-2.7%	9.3%
Cn1c(=O)c2c(nc(SCC(=O)NCc3ccco3)n2C)n(C)c1=O	?	-6.2%	8.4%[11.4 µM]	7.3%	7.0%[11.4 µM]	16.9%	-8.4%	4.6%	2.4%
Cc1nc2oc3ccc(F)cc3c(=O)c2cc1C(=O)O	-12.0%	-12.7%	4.4%	9.1%	2.2%	·	-0.9%	7.1%[56.9 µM]	-0.8%
Cc1ccc(CNC(=O)CN2C(=O)COc3ccc(C)cc32)cc1	-9.9%	0.8%	-8.4%	-2.4%	-1.9%	0.0%	-5.8%	37.0%	1.7%
Cc1cc(C(=O)CSc2nn(-c3ccccc3)c(=S)s2)c(C)n1Cc1ccco1	-1.6%	-1.1%	-18.5%	2.1%	-7.2%	0.0%	-18.1%	-38.0%	0.4%
Cc1ccc(NC(=O)C(=O)NCC(c2ccc3c(c2)OCO3)N2CCN(C)CC2)c(C)c1 (stereo not drawn)	-5.5%	2.1%	28.0%[57.1 µM]	0.1%	3.8%[57.1 µM]	-1.8%	-1.0%	-4.3%	-20.1%
CCCCNC(=O)N1CCN(c2ncccn2)CC1	-20.4%	-3.3%	-4.2%	-0.4%	1.0%	-6.7%	5.7%	-25.2%[11.4 µM]	0.0%
O=c1[nH]c(CN2CCN(C/C=C/c3ccccc3)CC2)nc2cc(Cl)ccc12	-14.9%	0.4%	-16.3%[57.1 µM]	0.0%	3.8%[57.1 µM]	-2.8%	-0.7%	-13.8%	-5.0%
COc1cccc(NC(=O)CC2C(=O)NC3CCCCC3N2C(=O)c2ccccc2)c1 (stereo not drawn)	-15.7%	-2.4%	12.5%	·	5.8%	-3.5%	5.5%	-24.1%	-2.2%
O=C(NCc1ccc2[nH]c3c(c2c1)CCCC3)c1ccc(S(=O)(=O)N2CCCC2)cc1	-17.9%	-3.4%	6.4%[57.1 µM]	2.5%	-2.2%[57.1 µM]	-1.7%	1.6%	-19.0%	9.8%
CCN=C1SC(CC(=O)Nc2ccc(C)cc2)C(=O)N1CC (stereo not drawn)	-15.8%	1.4%	-4.7%	-1.9%	-6.4%	0.0%	-0.1%	-18.6%	9.9%
O=C(Nc1cccc(N=Cc2cc(Br)cc(Br)c2O)c1)c1ccco1	28.2µM*	-0.7%	-23.4%	2.6%	-4.9%	?	-0.4%	-24.7%	-0.7%
Cn1nc(C(=O)Nc2ccc3c(c2)OCO3)c2ccccc2c1=O	-4.5%	0.8%	1.7%	-1.6%	-7.0%	2.4%	-10.2%	18.2%	8.2%

Shown as a hit in USP1-UAF1 inh (from the list above):
compound,USP1-UAF1 inh,Vif-APOBEC3G blk,rTrxR1 inhibitor,TrxR1 substrate,ALOX12 inh,RGS4 inh,mIDH1 inhibitor
O=C(Nc1cccc(N=Cc2cc(Br)cc(Br)c2O)c1)c1ccco1,28.2µM*,-0.7%,-23.4%,-4.9%,?,-24.7%,-0.7%

The results go on:
SMILES	USP1-UAF1 inh	Vif-APOBEC3G blk	rTrxR1 inhibitor	RXFP1 ag	TrxR1 substrate	ALOX12 inh	Vif-A3F inh	RGS4 inh	mIDH1 inhibitor
COc1ccc(OC)c(-c2csc(NC(=O)CN3C(=O)NC4(CCCC4)C3=O)n2)c1	-5.1%	0.6%	1.9%	0.3%	-11.9%[57.1 µM]	0.2%	0.2%	-2.7%	-7.5%
O=C(NCc1ccccc1Cl)c1ccc(NC(=O)c2nsc3ccccc23)cc1	-4.9%	-5.5%	24.3%[57.1 µM]	-1.2%	6.8%[57.1 µM]	0.9%	0.7%	17.1%	4.2%
Cc1c(C(=O)N2CCOCC2)c(S(=O)(=O)Nc2cccc(F)c2)c(C)n1C	-17.2%	6.7%	16.6%	-0.5%	7.8%	8.0%	-3.5%	3.6%[11.4 µM]	1.5%
Cc1ccccc1Cn1cc(NC(=O)CCCn2nc([N+](=O)[O-])cc2C)cn1	-9.1%	-8.2%	7.3%	2.4%	-4.3%	-3.9%	2.3%	-12.7%	-3.1%
CCSc1nnc(NC(=O)c2cc(C)on2)s1	-7.1%	0.4%	11.2%	-0.8%	-5.2%	4.4%	-2.2%	-8.7%	10.2%
O=C(NCCCO)C(=O)Nc1c2c(nn1-c1ccccc1)CSC2	-12.4%	-2.6%	8.1%[57.1 µM]	-0.2%	4.5%[57.1 µM]	-0.2%	-14.5%	6.1%	14.2%
CCc1ccc(NC(=O)c2cc3ccccn3n2)cc1	-27.1%	2.6%	3.9%[57.1 µM]	0.2%	-5.2%[57.1 µM]	-14.7%	-3.5%	17.0%	56.4%[activator]
Cc1ccc(C2/C(=C(\O)c3cnn(-c4ccccc4)c3C)C(=O)C(=O)N2CCN(C)C)o1 (stereo not drawn)	-16.1%	-0.4%	-62.9%	0.9%	6.3%[57.1 µM]	?	-0.1%	-33.3%[11.4 µM]	-0.2%
CN(C(=O)c1ccc(NC(=O)Cc2ccc(NC(=O)C3CCN(C(=O)C4CC4)CC3)cc2)cc1)C1CC1	-23.5%	-3.9%	17.8%[57.1 µM]	-1.6%	9.3%[57.1 µM]	-12.0%	-3.6%	1.9%	2.0%
CC(NC(=O)CN1C(=O)NC2(CCCC2)C1=O)c1ccc(Cl)cc1Cl (stereo not drawn)	1.9%	1.6%	-9.6%[57.1 µM]	·	4.4%[57.1 µM]	-5.0%	0.6%	21.4%	12.1%
Cc1cccc(NC(=S)NN2CCN(C)CC2)c1C	-11.1%	-3.4%	1.1%[57.1 µM]	-0.7%	7.8%[57.1 µM]	?	-1.2%	-25.9%	0.7%
O=C(NC(=S)Nc1ccc(O)cc1)c1ccccc1Cl	-17.5%	2.2%	?	-1.8%	-0.1%	-23.0%	-1.9%	-12.5%	2.1%
Cc1ccc(S(=O)(=O)N2CC(O)C[C@H]2C(=O)OCC(=O)Nc2ccc(N3CCCCC3)cc2)cc1C (stereo partly drawn)	-6.6%	-0.6%	7.4%	0.1%	-7.4%	-29.1%	-1.0%	-21.8%	2.0%
Cc1cccc(CNc2ncnc3ccc(-c4ccc5c(c4)OCO5)cc23)c1	·	1.9%	-16.0%[57.1 µM]	2.9%	28.6%[57.1 µM]	?	7.9%	-24.6%	·
CSCCC(NC(=O)c1ccc([N+](=O)[O-])cc1Cl)C(=O)OCC(=O)NCCCc1ccccc1 (stereo not drawn)	-19.7%	-1.2%	40.7%[0.0914 µM]	4.0%	-2.8%	?	-0.8%	-9.8%	1.9%
COc1cccc(CN2CC(C(=O)NCc3ccc(Cl)s3)CCC2=O)c1 (stereo not drawn)	-19.0%	-0.1%	22.6%	4.2%	1.7%	-8.8%	0.8%	-34.9%	-8.9%

Screening data as filed in PubChem BioAssay.
